Growth percent in the NCI-60 one-dose screen (48 h, 10 µM unless noted): 100 = growth as untreated, 0 = no growth, -100 = all killed.
MCF7: MCF7 breast cancer; hit rate 6.3% among 82,000
LOX IMVI: LOX IMVI melanoma; AID 1794757; hit rate 7.4% among 79,000
BT-549: BT-549 breast cancer | hit rate 4.4% among 78,000
HS 578T: HS 578T breast cancer | hit rate 4.1% among 78,000 | AID 1794788
MDA-MB-231: MDA-MB-231 breast cancer. hit rate 5% among 81,000
K-562: K-562 leukemia; AID 1794777; hit rate 7.4% among 78,000
MDA-MB-468: MDA-MB-468 breast cancer; AID 2202374; hit rate 8.5% among 78,000
T-47D: T-47D breast cancer; hit rate 5% among 79,000; AID 1794792
Active calls of the source: *; . = no result given; & = joins results of further samples; [ ] = dose if it differs, or a comment. Rule for the calls: active = growth percent below 10; inactive = the rest.

SMILES	MCF7	LOX IMVI	BT-549	HS 578T	MDA-MB-231	K-562	MDA-MB-468	T-47D
CCCCCCCNc1nc(C(=O)OCCCC)ncc1-c1ccc(C(F)(F)F)cc1	100	97	105	104	106	115	98	97
C/C=C(\C)C(=O)OCC	97	99	109	.	108	95	98	92
COC(=O)CC1SC(c2ccc(F)cc2)N(c2nnc(COc3ccc(F)cc3)s2)C1=O (stereo not drawn)	116	96	.	133	104	81	113	102
O=C(N=Nc1c(O)[nH]c2ccc(Br)cc12)c1ccco1	33	99	131	109	101	77	13	57
COc1cccc(-c2nc3n(n2)CCc2ccccc2-3)c1	62	93	94	102	79	97	83	68
O=Cc1ccc2cc1OCC#C/C=C\C#CCO2	100	.	89	112	111	.	107	99
CC(=O)N(C)c1cc(Cl)ccc1O	95	97	111	102	108	101	109	108
O=C1NC(=O)C(=O)NC1=O	96	98	119	100	119	109	101	105
COC(=O)C[C@H](Nc1nc(N)nc(N2CCCCC2)c1C=O)C(=O)OC	101	103	113	112	102	108	109	102
Clc1ccc(-c2nnc(COc3ccc(C4=NNC(c5cccs5)C4)cc3)o2)cc1 (stereo not drawn)	93	97	110	111	121	107	99	105
CC(=O)OC[C@]12CCC(C)(C)C[C@H]1[C@@]1(O)[C@H](O)C[C@@H]3[C@@]4(C)CCCNC(C)(C)[C@@H]4CC[C@@]3(C)[C@]1(C)CC2	102	106	111	110	103	106	115	104
S=C=NP1(N=C=S)=NP(N=C=S)(N=C=S)=NP(N=C=S)(N=C=S)=NP(N=C=S)(N=C=S)=N1 (stereo not drawn)	91	98	80	98	105	86	107	82
Cc1c(OCC(F)(F)F)ccnc1CNc1ccc(C2=CC(c3ccccc3O)N=C(N)N2)cc1 (stereo not drawn)	91	115	100	117	110	82	98	84
Cc1ccc(S(=O)(=O)N2CCN(c3oc(-c4ccccc4)nc3C#N)CC2)cc1	55	91	93	100	94	.	74	49
OCCCN=Cc1cc(Cl)cc(Cl)c1O	93	98	120	96	104	114	96	87
CC(Nc1ccc([N+](=O)[O-])cc1[N+](=O)[O-])c1ccccc1 (stereo not drawn)	89	95	97	77	98	91	.	85
COC(=O)C(O)C(Cc1ccccc1)NC(=O)c1[nH]c2ccccc2c(=O)c1C (stereo not drawn)	99	92	105	100	93	104	93	99
COc1cc2oc(C(=O)N[C@@H](Cc3ccccc3)C(=O)C(=O)NCc3ccccc3)c(C)c(=O)c2cc1OC	94	106	104	115	104	100	95	108
O=c1cc(-c2sc(C3CCOCC3)nc2-c2ccccc2)c2cc(Cl)ccc2o1	25	73	75	79	81	62	73	60
C#CCOc1ccc2nc(CCl)c(Cl)c(Nc3cccc(C(F)(F)F)c3)c2c1	41	-1.1*	61	89	55	39	10	66
Nc1nccc2c1ccn2-c1cccc(NC(=O)c2ccc(N3CCOCC3)c(C(F)(F)F)c2)c1	16	5.4*	-5.7*	.	6.1*	9.8*	-14*	46
COc1cccc(-c2nc3sccn3c2-c2ccnc(NCCCNS(=O)(=O)c3cccc4ccccc34)c2)c1	63	65	65	90	80	51	68	27
O=C(O)c1ccccc1C(=O)Nc1ccccc1	96	106	113	125	103	92	109	87
O=C(O)c1ccc(-n2c(-c3ccc(Cl)cc3)nc(-c3ccccc3)c2-c2ccccc2)cc1	100	96	.	100	102	96	96	95
O=C(COc1cccc(/C=C2\COc3ccc(Cl)cc3C2=O)c1)c1ccc(Cl)cc1	0.3*	76	85	72	68	13	.	72
O=C(NN1C(=O)/C(=C/C=C/c2ccco2)SC1=S)c1ccc(Cl)cc1	80	100	101	92	92	.	72	102
O=NN(C(=O)NCc1cccnc1)C1CCCCC1	93	103	104	102	117	102	100	105
N#C/C(=C\c1ccc(Br)cc1)n1nnc2cc(F)c(F)cc21	14	-49*	22	56	15	9.4*	-6.6*	-1.9*
COc1ccc(C2=NOC(c3cnccn3)C2)cc1OC (stereo not drawn)	109	97	87	100	105	79	103	101
Cc1cc(N=C2NC(=O)/C(=C/c3cccs3)S2)no1	65	51	85	80	76	70	71	64

Next section, starting with the last 2 of the part before.
SMILES	MCF7	LOX IMVI	BT-549	HS 578T	MDA-MB-231	K-562	MDA-MB-468	T-47D
COc1ccc(C2=NOC(c3cnccn3)C2)cc1OC (stereo not drawn)	109	97	87	100	105	79	103	101
Cc1cc(N=C2NC(=O)/C(=C/c3cccs3)S2)no1	65	51	85	80	76	70	71	64
CCN1CCN(CCOc2ccc(CNc3ccc4nc(CCC(C)C)[nH]c4c3)cc2)CC1	79	89	92	90	81	79	81	109
Cc1cccc(C(=O)c2ccc(Cl)cc2)c1O	100	102	.	107	110	113	83	105
COc1cc(CNC(=O)/C=C/c2ccccc2)ccc1OCc1cn(-c2ccc(F)cc2)nn1	86	82	82	58	95	93	89	91
COc1cc(/C=N/NC(=O)CSc2nc3ccccc3c(=O)n2Cc2ccc(S(N)(=O)=O)cc2)ccc1O	87	95	111	93	106	103	107	104
CN1CCC2(CC1)NC(=O)c1c(c3ccc(Cl)c(Cl)c3n1C)C2C#N (stereo not drawn)	28	77	85	71	55	80	9.4*	81
Cc1cc(F)cc(NS(=O)(=O)c2ccc(-c3cnc(C4CC4)o3)cc2)c1	21	.	49	34	31	8.1*	-1.2*	27
c1ccc(-c2nnc(Cn3c(COc4cccc5ccccc45)nc4ccccc43)o2)cc1	89	91	101	95	93	86	103	80
O=C1c2ccccc2C(=O)c2c(Nc3ccc(CCO)cc3)ccc(O)c21	34	52	53	-22*	56	17	38	33
CCOC(=O)C1=CSC2=NC3=C(CCC/C3=C\c3ccc(OC)cc3)C(c3ccc(OC)cc3)N12 (stereo not drawn)	96	91	97	104	94	85	88	99
COc1cc(CNC(=O)/C=C/c2ccc3c(c2)OCO3)ccc1OCc1cn(-c2cccc([N+](=O)[O-])c2)nn1	82	.	71	.	.	88	75	80
CC1=NN(c2ccccc2)C(=O)/C1=C\c1ccc(N(CCC#N)CCC#N)cc1	101	96	100	.	106	89	95	102
O=C1NC(=O)/C(=C2\CCOC2=O)N1	89	102	110	107	102	104	109	102
CC(=O)OCC[N+](C)(C)C	105&114	105&109	99&94	94&109	105&99	94&108	103&113	88&114
O=C1OC2(CCCC2)OC(=O)C1=C/C=C/c1ccc([N+](=O)[O-])o1	93	92	107	96	113	99	111	92
Cc1c(C(=O)OC(=NC2CCCCC2)NC2CCCCC2)sc2c1c(=O)nc1c(C#N)n[nH]n12	103	95	121	104	113	83	.	109

Single entries from above.
`Cc1c(C(=O)OC(=NC2CCCCC2)NC2CCCCC2)sc2c1c(=O)nc1c(C#N)n[nH]n12` in MCF7 is listed with 103
`CC1=NN(c2ccccc2)C(=O)/C1=C\c1ccc(N(CCC#N)CCC#N)cc1` in LOX IMVI is listed with 96
`COc1cc(CNC(=O)/C=C/c2ccc3c(c2)OCO3)ccc1OCc1cn(-c2cccc([N+](=O)[O-])c2)nn1` in MDA-MB-468 is listed with 75

The results go on:
SMILES	MCF7	LOX IMVI	BT-549	HS 578T	MDA-MB-231	K-562	MDA-MB-468	T-47D
COc1ccc2c(c1)OC1(Oc3cc(OC)ccc3C=C1C)C(C)=C2	102	88	103	84	93	92	97	97
CCOC(=O)c1c(C)c2c(n1C)CSCC2=O	79[100 µM]	77[100 µM]	66[100 µM]	52[100 µM]	64[100 µM]	107[100 µM]	62[100 µM]	52[100 µM]
O=C1Nc2ccc([N+](=O)[O-])cc2OC12Oc1cc([N+](=O)[O-])ccc1NC2=O	91	93	83	89	98	88	107	82
CC(C)C1CCC(C)C(SCCO)C1 (stereo not drawn)	95	93	102	111	103	113	92	95
COc1ccc(/C(=C2/O[C@@H]([C@H]3COC(C)(C)O3)[C@H]3OC(C)(C)O[C@@H]23)c2cc(OC)c(OC)c(OC)c2)cc1O	61	48	68	.	54	10	113	115
Cc1ccc(CC(N)C(=O)O)cc1 (stereo not drawn)	96	98	109	96	99	91	92	107
COc1ccc(-c2cnnn2-c2nonc2-n2cccc2)cc1OC	30	44	60	83	66	3.3*	40	45
CNC(=O)CO	97	102	.	106	100	101	114	110
COc1cc(C(=O)N/N=C/c2cc3cc(OCc4ccccc4)ccc3nc2OC)cc(OC)c1OC	78	82	73	61	95	75	85	54
O=c1[nH]c2ccccc2c(O)c1C(c1ccc(Cl)cc1)c1c(O)c2ccccc2[nH]c1=O	96	101	100	94	106	.	107	85
COc1ccc(-c2cc(C(=O)N3N=C(c4ccc(N)cc4)CC3c3ccc(Cl)cc3)c3cc(OC)ccc3n2)cc1 (stereo not drawn)	39	39	30	87	85	15	96	67
C=C(CNCCO)[C@@H]1CC[C@]2(CO)CC[C@]3(C)[C@H](CC[C@@H]4[C@@]5(C)CCC(NCCc6ccc(O)cc6)C(C)(C)[C@@H]5CC[C@]43C)[C@@H]12 (stereo partly drawn)	-73*	-90*	-79*	-56*	-80*	-57*	-77*	-66*
O=C1CCSC(=S)N1c1ccccc1	89	95	106	94	102	98	105	99
COc1ccc(C/C(=C(\C)c2ccc(OCCN3CCCC3)cc2)c2ccc(OCCN3CCCC3)cc2)cc1	-7.0*	-92*	85	67	18	-64*	33	78
CC1=CC(c2ccc(Cl)cc2)N2C(C)=CSC2=N1 (stereo not drawn)	91	99	108	105	99	123	100	102
C=C1C[C@H]2C[C@H](C)[C@H]3CC[C@H](C)C(C(=O)OCC)=C3C(=O)[C@@]2(C)C1	102	92	113	88	134	110	100	98
NC(=O)OCC(O)COc1ccc(Cl)cc1 (stereo not drawn)	101	106	109	104	114	93	99	99
O=S(c1ccccc1)c1no[n+]([O-])c1-c1ccncc1 (stereo not drawn)	99	99	114	99	113	102	96	110
COc1cc(/C=N\N=c2\sc3ccccc3n2C)ccc1OCCO	91&104	91&103	95&86	130&117	109&108	82&90	98&101	70&101
CC(=O)O[C@H]1C[C@@]2(C)[C@@H](C[C@@H](O)[C@H]3[C@@]4(C)CC[C@H](O)[C@@H](C)[C@@H]4CC[C@@]32C)/C1=C(\CCC(Br)C(C)(C)[n+]1ccccc1)C(=O)O (stereo partly drawn)	102	97	106	106	105	97	105	.
CC(C(=O)c1ccccc1)[n+]1ccccc1 (stereo not drawn)	94	96	92	98	98	95	97	92
CN(C)S(=O)(=O)c1ccc(-c2nc(C(Cl)Cl)nc3cc(-c4ccccc4)nn23)cc1	72	44	.	109	49	52	61	89
O=C(NN1C(=O)CCC1=O)c1ccc(Nc2ncnc3c2cnn3-c2cccc(Br)c2)cc1	106	96	111	100	101	109	103	.
COc1cc(-c2cc(C(=O)N3CCN(C(=O)c4ccccc4NCc4cccs4)CC3)nc3cc(-c4ccccc4)nn23)cc(OC)c1OC	24	70	84	86	90	31	65	80
Cc1cc(Nc2ccc(F)cc2)n2c(nc3ccccc32)c1C#N	65	81	93	91	84	85	70	73

Shown comma-delimited: part of the list above.
Compound,MCF7,LOX IMVI,BT-549,HS 578T,MDA-MB-231,K-562,MDA-MB-468,T-47D
CCCCCCCNc1nc(C(=O)OCCCC)ncc1-c1ccc(C(F)(F)F)cc1,100,97,105,104,106,115,98,97
C/C=C(\C)C(=O)OCC,97,99,109,.,108,95,98,92
COC(=O)CC1SC(c2ccc(F)cc2)N(c2nnc(COc3ccc(F)cc3)s2)C1=O (stereo not drawn),116,96,.,133,104,81,113,102
O=C(N=Nc1c(O)[nH]c2ccc(Br)cc12)c1ccco1,33,99,131,109,101,77,13,57
COc1cccc(-c2nc3n(n2)CCc2ccccc2-3)c1,62,93,94,102,79,97,83,68
O=Cc1ccc2cc1OCC#C/C=C\C#CCO2,100,.,89,112,111,.,107,99
CC(=O)N(C)c1cc(Cl)ccc1O,95,97,111,102,108,101,109,108
O=C1NC(=O)C(=O)NC1=O,96,98,119,100,119,109,101,105
COC(=O)C[C@H](Nc1nc(N)nc(N2CCCCC2)c1C=O)C(=O)OC,101,103,113,112,102,108,109,102
Clc1ccc(-c2nnc(COc3ccc(C4=NNC(c5cccs5)C4)cc3)o2)cc1 (stereo not drawn),93,97,110,111,121,107,99,105
CC(=O)OC[C@]12CCC(C)(C)C[C@H]1[C@@]1(O)[C@H](O)C[C@@H]3[C@@]4(C)CCCNC(C)(C)[C@@H]4CC[C@@]3(C)[C@]1(C)CC2,102,106,111,110,103,106,115,104
S=C=NP1(N=C=S)=NP(N=C=S)(N=C=S)=NP(N=C=S)(N=C=S)=NP(N=C=S)(N=C=S)=N1 (stereo not drawn),91,98,80,98,105,86,107,82
Cc1c(OCC(F)(F)F)ccnc1CNc1ccc(C2=CC(c3ccccc3O)N=C(N)N2)cc1 (stereo not drawn),91,115,100,117,110,82,98,84
Cc1ccc(S(=O)(=O)N2CCN(c3oc(-c4ccccc4)nc3C#N)CC2)cc1,55,91,93,100,94,.,74,49
OCCCN=Cc1cc(Cl)cc(Cl)c1O,93,98,120,96,104,114,96,87
CC(Nc1ccc([N+](=O)[O-])cc1[N+](=O)[O-])c1ccccc1 (stereo not drawn),89,95,97,77,98,91,.,85
COC(=O)C(O)C(Cc1ccccc1)NC(=O)c1[nH]c2ccccc2c(=O)c1C (stereo not drawn),99,92,105,100,93,104,93,99
COc1cc2oc(C(=O)N[C@@H](Cc3ccccc3)C(=O)C(=O)NCc3ccccc3)c(C)c(=O)c2cc1OC,94,106,104,115,104,100,95,108
O=c1cc(-c2sc(C3CCOCC3)nc2-c2ccccc2)c2cc(Cl)ccc2o1,25,73,75,79,81,62,73,60
C#CCOc1ccc2nc(CCl)c(Cl)c(Nc3cccc(C(F)(F)F)c3)c2c1,41,-1.1*,61,89,55,39,10,66
Nc1nccc2c1ccn2-c1cccc(NC(=O)c2ccc(N3CCOCC3)c(C(F)(F)F)c2)c1,16,5.4*,-5.7*,.,6.1*,9.8*,-14*,46

Screening data as filed in PubChem.
